# ARNT TACC3 PPI: disruptors of human ARNT/TACC3 interaction; AlphaScreen His-ARNT PAS-B/GST-TACC3 binding, luminescence; TACC3 fragment carries E629A point mutation; 0.66% of 390,000 active; inhibition, % at 9.99 µM;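 active means mean inhibition of replicates at least 50% and at least half of replicates each reaching 50%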;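 further: 0% = complete ARNT plus TACC3 wells and 100% = ARNT alone without TACC3; many hits fall short of the cut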
# PAX8 reporter: PAX8 transcriptional activity inhibition. RMG-I TPO-luciferase reporter, SteadyGlo, 24 h. inhibition, % at 12.6 µM. 1.2% of 360,000 active. AID 652154;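 active means mean replicate inhibition at least 60% with every replicate also reaching 60%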;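 further: luciferase light reporting Pax8 driven TPO promoter activity; plate controls were median of neutral control wells for no effect and mitoxantrone controls for full effect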
# * = called active by the depositor. This is a subset; rates above refer to the full screens.
SMILES,ARNT TACC3 PPI,PAX8 reporter
O=C(COc1nncc2ccccc12)NCCC1=CCCCC1,-2,0
CCOC(=O)C1CCN(C(=O)c2ccc(Br)o2)CC1,-1,2
Cc1nc(CC(=O)Nc2nc(C(C)(C)C)cs2)cs1,-4,-32
CSc1ccccc1NC(=O)CSc1nnnn1-c1ccccc1SC,-6,5
COc1cc2c(cc1OC)CN(Cc1cc(=O)n3cc(C)ccc3n1)CC2,16,15
Fc1ccccc1-c1nc(-c2ccc(Cl)cc2)no1,-7,-178
O=C(CSc1nnc(CNc2ccc(Cl)cc2)o1)Nc1nc2ccccc2s1,-25,1
Cc1ccc(S(=O)(=O)Nc2c(C)n(C)n(-c3ccccc3)c2=O)cc1C(=O)NCc1ccccn1,4,13
Cc1ccc(Cn2c(=O)c3c(nc4n3CCN4Cc3ccco3)n(C)c2=O)cc1,7,23
Cc1ccc(Nc2cc(C)nc(-c3ccccc3O)n2)cc1,-6,-153
COc1cccc(C2CC(c3ccccc3Cl)Nc3nc(N)nn32)c1 (stereo unspecified),2,-5
Cc1ccccc1N(CC(=O)N/N=C/c1ccc(N(C)C)cc1)C(=O)c1ccccc1,2,0
CCOC(=O)C1(C)NC(c2ccc(N(C)C)cc2)C2C(=O)N(CC)C(=O)C21 (stereo unspecified),2,6
O=C(N/N=C/c1ccncc1)c1nc(-c2ccccc2)n2c1CCCCC2,-5,-1
COC(=O)CN1C(=O)C2(C(C#N)=C(N)Oc3n[nH]c(-c4cccs4)c32)c2ccccc21 (stereo unspecified),-1,19
Cc1cc2c(ncn2C)c(NS(=O)(=O)c2cc(Cl)ccc2Cl)c1C,-7,28
O=C(NCc1ccc2c(c1)OCO2)c1ccc(S(=O)(=O)N2CCCCC2)cc1,-4,-71
COc1ccc(Cl)cc1C(=O)Nc1ccc2c(c1)OCO2,-5,-81
CCc1n[nH]c(=O)n1Cn1c(CC)n[nH]c1=O,-1,8
COc1ccc(OC)c(-n2c(-c3cnccn3)n[nH]c2=S)c1,5,18
CCOC(=O)c1ccc(Cn2cnc3ccccc3c2=O)cc1,1,-9
CCn1c(SCC(=O)N2CCN(c3cccc(Cl)c3)CC2)nc2ccccc2c1=O,-3,3
Cc1ccc(C)c(C(=O)CSc2n[nH]c(C(C)C)n2)c1,11,9
COC(=O)Cn1c(=O)c2c(nc(Br)n2Cc2ccccc2Cl)n(C)c1=O,-3,13
CCc1ccc(NC(=O)CCc2nc3cccnc3n2Cc2ccc(OC)cc2)cc1,-8,12
CC(C)=C1C2CCC1C1C(=O)N(NC(=O)COc3ccc(Cl)c(C)c3)C(=O)C21 (stereo unspecified),3,7
Cc1ccc(S(=O)(=O)NCCNC(=O)CN2CCCC2)cc1,29,4
COCCn1c(=O)[nH]c2cc(C(=O)NCCCN3CCN(c4ccc(F)cc4)CC3)ccc2c1=O,-5,-4
O=C(CN1C(=O)C2CC=CCC2C1=O)Nc1nnc(SCc2ccc(Cl)cc2)s1 (stereo unspecified),-3,18
O=C(CSCc1ccccc1Cl)Nc1ccc2c(c1)OCCO2,-34,-158
COc1ccc(S(=O)(=O)N2CCC(C(=O)NCc3ccco3)CC2)cc1,-1,6
Oc1ccccc1-c1nnc(-c2ccc(C(F)(F)F)cc2)o1,-6,-83
CCCCN(C)/C=N/c1c(C#N)cnn1-c1ccc(C)cc1,18,11
CCOc1ccc2nc(NC(=O)CN3CCC(n4nnc5cc(F)ccc54)CC3)sc2c1,7,13
CNC(=O)CSc1nnc(-c2cccs2)o1,-47,-11
Cc1cnc(C)c(N2CCC(C(=O)NC(C)c3cccs3)CC2)n1 (stereo unspecified),-2,14
COc1cc(Cn2c(-c3nonc3N)nc3ccccc32)ccc1C,-4,31
CCCN1Cc2cccc(C(=O)N3CCN(c4ccccc4)CC3)c2C1=O,0,-3
O=C1CC(=O)C(n2cncn2)C(c2c(F)cccc2Cl)C1 (stereo unspecified),-8,11
O=C1CN(C(=O)COC(=O)c2cccc(S(=O)(=O)NCc3ccccc3)c2)c2ccccc2N1,-6,10
O=C(C1CCC(Cn2c(=S)[nH]c3ccccc3c2=O)CC1)N1CCN(c2ccccc2)CC1 (stereo unspecified),-3,9
COc1ccc(CNC(=O)CSc2ncnc3nc[nH]c23)cc1,-7,-7
CCCCNC(=O)c1sc(=S)n(-c2ccccc2OC)c1N,0,4
O=C(NCCN1CCCCC1)/C(=N\O)c1ccccc1,-24,9
Cc1occc1-c1nnc(SCC(=O)Nc2ccc3c(c2)OCO3)n1CC1CCCO1 (stereo unspecified),1,12
N#CCCn1c(=S)[nH]c2ccccc21,-5,16
COc1ccc(C2=C(C#N)C(=O)OC2)cc1,-2,7
COc1ccccc1NC(=O)CSc1nnc(-c2ccncc2)o1,-7,-19
CC(/C=N\NC(=O)Cn1c(C)nc2ccccc21)=C\c1ccccc1,5,10
CC1CCc2ccccc2N1C(=O)c1cccs1 (stereo unspecified),-3,8
O=C(Nc1ccc2c(c1)OCO2)c1ccc(Br)c(S(=O)(=O)N2CCCC2)c1,2,-8
COc1ccc(CCN(Cc2cc3cccc(C)c3[nH]c2=O)C(=O)NC2CCCCC2)cc1OC,1,20
COc1ccc(-c2cc(-c3ccccc3)c(C#N)c(S(C)=O)n2)cc1 (stereo unspecified),-4,76*
Cc1ccc2cccc(NC(=S)NC(=O)c3c(Br)cnn3C)c2n1,3,2
CC(=O)N(C)c1ccc(NC(=O)c2ccco2)cc1,-4,-84
CCOc1cc(-c2noc(-c3ccncc3)n2)cc(Br)c1OC,-8,-20
Cc1ccc(-n2c(C)cc(C)c(C#N)c2=O)cc1Cl,-3,-8
CCOC(=O)Nc1cccc(OCC(=O)Nc2ccccc2OC)c1,0,-15
Cc1ccc(F)cc1NC(=O)C1CCN(c2cnccn2)CC1,3,-8
C=CCOc1cccc(C2C(C(=O)c3ccc(C)o3)=C(O)C(=O)N2c2nccs2)c1 (stereo unspecified),2,18

# A few values from the entries so far:
# CC(/C=N\NC(=O)Cn1c(C)nc2ccccc21)=C\c1ccccc1 @ PAX8 reporter = 10
# COc1ccc(CNC(=O)CSc2ncnc3nc[nH]c23)cc1 @ ARNT TACC3 PPI = -7

# Next part
SMILES,ARNT TACC3 PPI,PAX8 reporter
CC(C)(CCl)C(=O)Nc1ccc(Sc2ccc(F)cc2)cc1,-9,-12
CCCCOc1ccc(-c2nnn(C(C)C(=O)OCC)n2)cc1 (stereo unspecified),-20,-10
CCOc1ccc(C2=[N+]([O-])C(C)(C)N(O)C2(C)C)cc1,-10,3
Cn1c(Cl)cnc1C1CC(=O)c2cc(Cl)ccc2O1 (stereo unspecified),-12,72*
CCOC(=O)Cn1c(=S)[nH]c2c(oc3ccc(Cl)cc32)c1=O,-1,1
CN(C(=O)C1CCCO1)c1nnc(-c2cnccn2)s1 (stereo unspecified),-1,-10
COc1ccc(CN(CC2CCCO2)C(=O)CN2C(=O)C(C)Oc3ccc(C)cc32)cc1OC (stereo unspecified),-9,2
CCCNC(=O)Nc1ccc2c(c1)nc(C)n2C,-1,-29
Cc1cccc(N2CCN(C(=O)C(C)n3nc(C)n4c(cc5occc54)c3=O)CC2)c1C (stereo unspecified),10,14
CCO/N=C(/c1nonc1N)N1CCN(c2ccc([N+](=O)[O-])cc2)CC1,-7,24
Cc1ccc2c(Cl)cc(Cl)c(OCC(=O)NC(=O)NCc3ccco3)c2n1,-8,13
COc1ccc(C2CC(C)=NN2C=O)cc1OC (stereo unspecified),-7,-15
CCc1ccccc1NC(=O)CN1CCC(NC(=O)COC)CC1,-4,16
COC(=O)c1cn(C(C)C(=O)NCc2ccco2)c2ccccc12 (stereo unspecified),3,0
O=C(NC1CC2CCCC(C1)N2C(=O)N1CCCCC1)C1CCCCC1 (stereo unspecified),-2,11
Cc1ccc(OC(=O)CCc2c(C)nc3ncnn3c2C)cc1,2,9
CCN(CC)S(=O)(=O)c1ccc(-c2nnc(SCC(=O)Nc3nnc(C)s3)n2CC)cc1,12,5
CCOC(=O)c1cnc2c(Cl)cccc2c1NCCN(C)C,18,-23
N=c1n(-c2ccccc2)c(O)cc(=O)n1-c1ccccc1,-4,-2
COc1ccc(-c2cc(C(F)F)n3ncc(C(=O)N4CCCCC4)c3n2)cc1,-10,1
CCn1ncc(C2=NOC(C(=O)NCC(C)C)C2)c1C (stereo unspecified),-4,-4
Oc1c(N=Nc2ccccn2)ccc2ccccc12,64*,29
O=C(NC1CCN(Cc2ccccc2)CC1)C1COc2ccccc2O1 (stereo unspecified),-5,5
COc1ccc(NC(=O)c2c(C(F)(F)F)nn(C)c2SCc2ccccc2)cc1,-4,-4
CC(C)CC(=O)N1CCC(N2CCN(c3ccccc3)CC2)CC1,-16,10
CCOc1cccc(NC(=O)C(Cc2cccs2)c2nn[nH]n2)c1 (stereo unspecified),-6,11
CC(=O)NC(Cc1ccc(F)cc1)C(=O)NC1CCN(c2nnnn2-c2ccccc2)CC1 (stereo unspecified),2,8
CCc1nnc(NC(=O)CSc2nc(-c3ccc(OC)cc3)ns2)s1,-3,-39
CC(=O)N1CCC2(CC1)C(C#N)=C(N)Oc1c2sc2nc(C)cc(C)c12,2,15
OC(CN=c1sc2ccccc2n1CC(O)COc1ccccc1)COc1ccccc1 (stereo unspecified),-10,51
CN(C)S(=O)(=O)c1ccc(S(=O)(=O)N2CCCC2)cc1,-2,3
CCNCCNc1ccc(Cl)cc1[N+](=O)[O-],1,-15
CCCCC(CC)C(=O)Nc1ccc(C#N)cc1 (stereo unspecified),-3,16
COc1cnc(N(C)C)nc1Sc1ccc(Cl)cc1,-6,3
O=C(NCc1ccc2c(c1)OCO2)C1CCCN1C(=O)Nc1cccc(Cl)c1 (stereo unspecified),-3,16
Cc1ccc(C(=O)Nc2ncnc3sc4c(c23)CCCCC4)cc1,7,2
CC(C)(C)c1ccccc1OCCOCCSc1ncccn1,-1,6
COc1ccc(Oc2coc3c(CN(C)C)c(O)ccc3c2=O)cc1,18,-2
Cc1cc2cc(CNC(=O)CCC(=O)O)ccc2[nH]1,-2,4
O=C1C2C3C=CC(C3)C2C(=O)N1CN(Cc1ccccc1)CN1C(=O)C2C3C=CC(C3)C2C1=O (stereo unspecified),4,4

# Five entries out of the list, ordered by length of the SMILES, descending.
SMILES,ARNT TACC3 PPI,PAX8 reporter
CC(=O)N1CCC2(CC1)C(C#N)=C(N)Oc1c2sc2nc(C)cc(C)c12,2,15
COc1ccc(NC(=O)c2c(C(F)(F)F)nn(C)c2SCc2ccccc2)cc1,-4,-4
O=C(NCc1ccc2c(c1)OCO2)C1CCCN1C(=O)Nc1cccc(Cl)c1 (stereo unspecified),-3,16
CCOc1cccc(NC(=O)C(Cc2cccs2)c2nn[nH]n2)c1 (stereo unspecified),-6,11
Cc1ccc(C(=O)Nc2ncnc3sc4c(c23)CCCCC4)cc1,7,2

# 6 records drawn at random from the list so far:
SMILES,ARNT TACC3 PPI,PAX8 reporter
CC(=O)NC(Cc1ccc(F)cc1)C(=O)NC1CCN(c2nnnn2-c2ccccc2)CC1 (stereo unspecified),2,8
CC(=O)N1CCC2(CC1)C(C#N)=C(N)Oc1c2sc2nc(C)cc(C)c12,2,15
COc1ccc(C2CC(C)=NN2C=O)cc1OC (stereo unspecified),-7,-15
CCOC(=O)C1(C)NC(c2ccc(N(C)C)cc2)C2C(=O)N(CC)C(=O)C21 (stereo unspecified),2,6
Fc1ccccc1-c1nc(-c2ccc(Cl)cc2)no1,-7,-178
COc1ccc(S(=O)(=O)N2CCC(C(=O)NCc3ccco3)CC2)cc1,-1,6

# (further entries)
SMILES,ARNT TACC3 PPI,PAX8 reporter
Cc1nc2ccccc2n1CC(=O)N/N=C\C=C\c1ccccc1,-3,15
CC(C)c1ccc(-c2nc(N3CCCCC3)[nH]c(=O)c2C#N)cc1,1,9
COC(=O)c1sccc1NC(=O)CN(C)NS(=O)(=O)c1ccc(Cl)cc1,1,-11
COc1ccc2ccccc2c1/C=N/O,-6,-2
CC(C)C(=O)Nc1ccc(C(=O)c2ccccc2)cc1,-4,-107
CCCS(=O)(=O)N1CCN(C(=O)c2ccco2)CC1,-5,12
Cc1cccc(NC2=NC(=S)N(CC#N)C23CCCCC3)c1,-5,-17
CCOc1ccccc1C(=O)NC1CC2CCCC(C1)N2C1CC1 (stereo unspecified),-5,-5
CCCC(NS(=O)(=O)c1ccc(OC)cc1)C(=O)O (stereo unspecified),-6,-23
CCn1c(SCC(=O)N2c3ccccc3CC2C)nnc1-c1ccco1 (stereo unspecified),3,-1
Cc1ccc(NC(=O)C(c2ccc(Cl)cc2)N2CCCCC2)cc1 (stereo unspecified),-5,-33
c1ccc(-n2nnnc2NCCc2c[nH]c3ccccc23)cc1,-6,7
CC(C)(C)OC(=O)N[C@@H](Cc1ccccc1)c1nnc(SCC(=O)O)o1,-5,16
CCOc1ccc2nc(SCC(=O)NCc3ccco3)sc2c1,0,-8

# Whole records from above:
# Cc1cccc(NC2=NC(=S)N(CC#N)C23CCCCC3)c1 reads ARNT TACC3 PPI = -5; PAX8 reporter = -17
# CCCS(=O)(=O)N1CCN(C(=O)c2ccco2)CC1 reads ARNT TACC3 PPI = -5; PAX8 reporter = 12
# CCCC(NS(=O)(=O)c1ccc(OC)cc1)C(=O)O (stereo unspecified) reads ARNT TACC3 PPI = -6; PAX8 reporter = -23
